From PubChem
Tb PFK inh – blocks T. brucei phosphofructokinase. T. brucei PFK, ADP-Glo luminescence. Potency, µM (top dose mostly 57.5 µM), for the others: at the highest dose activity, negative = inhibition, most hits filed as inhibitors. AID 485367. O15648. 0.17% of 330,000 active;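 further: potency means the concentration at half of the fitted maximal effect; 0% = uninhibited 1x PFK enzyme wells and -100% = no-enzyme wells; nearly all actives have a fitted effect of over 60% in size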
Target sequence (O15648 whole entry, looked up): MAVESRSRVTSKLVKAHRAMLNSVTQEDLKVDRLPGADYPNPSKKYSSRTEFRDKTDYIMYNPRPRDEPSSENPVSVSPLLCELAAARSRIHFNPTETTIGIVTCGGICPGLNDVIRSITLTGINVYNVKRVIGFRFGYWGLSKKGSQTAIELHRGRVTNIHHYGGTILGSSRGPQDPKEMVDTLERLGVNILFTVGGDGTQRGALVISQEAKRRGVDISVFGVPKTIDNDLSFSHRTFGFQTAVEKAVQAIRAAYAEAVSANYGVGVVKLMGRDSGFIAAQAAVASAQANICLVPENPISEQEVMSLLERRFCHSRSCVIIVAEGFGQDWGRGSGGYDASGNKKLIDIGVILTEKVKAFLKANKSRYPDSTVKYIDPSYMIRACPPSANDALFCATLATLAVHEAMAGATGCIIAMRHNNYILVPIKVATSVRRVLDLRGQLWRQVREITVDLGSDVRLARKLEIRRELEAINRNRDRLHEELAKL
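PFK 1.25 nM, F6P 0.5 mM, ATP 0.1 mM, 0.1 M TEA pH 8.0, 5 mM MgCl2, 0.01% Tween20, 0.1% BSA; 45 min RT. ADP-Glo readout. qHTS titration up to 57 uM; curves fitted, compounds curve-classed.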
RORgamma inh – blocks mouse ROR gamma transcriptional activity. P51450. Drosophila S2 Gal4-RORgamma UAS-luciferase reporter, 20 h. Potency, µM (highest dose often 53.6 µM), for inactives: at the top dose activity change, negative = inhibition, most hits filed as inhibitors. 5.4% of 310,000 active; further: potency means the concentration at half of the fitted maximal effect; on the % scale 0 is the no-effect control and ±100 the full control effect; nearly all actives have a fitted effect of over 60% in size
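Schneider cells (Drosophila), stable Gal4 DBD–ROR gamma + UAS-luc; 1 hr cmpd preincubation; Cu2+ induction 700 uM final; 20 hr ambient; luminescence.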
BRCA1 expr up – BRCA1 expression activation | MCF7-BRCA1-FFLuc reporter, luminescence, 48 h; response scale: scaled: vehicle 0%, 10 µM genistein 100% | 1.1% of 380,000 active | Potency, µM (highest dose often 46.1 µM), without a hit: at the highest dose activation, usual class: activators; further: potency means the concentration at half of the fitted maximal effect; nearly all actives have a fitted effect of over 80% in size; some results filed as inactive show a strong effect at the top dose
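MCF7-BRCA1-FFLuc cells, 2000/well in phenol-red-free MEM, attached 2 h then treated 48 h at 37 C. Luciferase luminescence read 15 min after reagent; normalized to genistein maximum activation (10microM) and DMSO, concentration-response fitted.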
p53 reactivator – re-activators of mutant p53; Potency, µM (highest dose often 92.2 µM), for the others: top-dose activity change, positive = activation, actives largely listed as activators; AID 504706; H1299 p53-A138V BP100-luciferase reporter, luminescence, 24 h; 0.063% of 320,000 active; further: potency means the concentration at half of the fitted maximal effect; % of control where 0% means no effect; nearly all actives have a fitted effect of over 45% in size
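H1299 (p53-null), stable ts p53-A138V + BP100-Luc; 1000 cells/well, Opti-MEM/10% FBS; cpd 4 pt, 1:5; 24 h, 37 deg C, 5% CO2; detection reagent 10 min RT; luminescence.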
ELG1 genotoxic – inducers of genotoxicity in HEK293T ELG1-luciferase cells; HEK293T ELG1-luciferase reporter, luminescence, 16 h; 1.3% of 330,000 active; Potency, µM (series often up to 46 µM), without a hit: at the top dose activity change, positive = activation, hits mostly activators; AID 504466; further: potency means the concentration at half of the fitted maximal effect; % of control where 0% means no effect; nearly all actives have a fitted effect of over 60% in size
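16 hr compound incubation (37 °C, 5% CO2) of HEK293T cells carrying luciferase-tagged ELG1; luciferase then measured by ONE-Glo luminescence after 30 min at RT.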
TRPV1 agonist – agonists of human vanilloid receptor 1 (TRPV1) | Q8NER1 | AID 540275 | 0.19% of 320,000 active | activation, % at 8.33 µM | TRPV1-expressing cells, Fluo-8 calcium influx, agonist mode; in the data active means activation above about 80%; inconclusive means between about 30% and that limit; further: 0% is about no effect
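Cells expressing TRPV1 were dye-loaded with Fluo-8 and read kinetically: 10 s baseline, 3 min after compound (agonist portion), then 2 min after EC20 capsaicin (allosteric enhancer portion). Calcium-bound dye fluorescence at 480/520 nm.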
NPC1 promoter act – activators of NPC1 promoter | Huh7 NPC1 promoter luciferase reporter, 24 h | Potency, µM (series often up to 9.22 µM), without a hit: top-dose activation, usual class: activators | 2.4% of 320,000 active;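 further: potency means the concentration at half of the fitted maximal effect; % of control where 0% means no effect; nearly all actives have a fitted effect of over 60% in size; reporter is driven by a mutant NPC1 promoter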
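Stably transfected Huh7 (NPC1 promoter→luciferase), 1500 cells/well in Opti-MEM + 10% FBS, 2 h settle, then compound 24 h at 37 °C. Luminescence after 10 min with Amplite reagent.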
ELG1 DNA repair – blocks ELG1-dependent DNA repair in HEK293T cells | HEK293T ELG1-luciferase reporter, luminescence, 16 h; DNA damage induced by 5-fluorouridine | Potency, µM (doses to about 46.1 µM), without a hit: at the highest dose activity change, negative = inhibition, usual class: inhibitors | 2.3% of 330,000 active; further: potency means the concentration at half of the fitted maximal effect; on the % scale 0 is the no-effect control and ±100 the full control effect; nearly all actives have a fitted effect of over 55% in size
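HEK293T cells expressing luciferase-tagged ELG1 (2,000/well) received 5-Fluorouridine plus compound or DMSO for 16 hr at 37 °C. Luciferase was read by ONE-Glo luminescence after 30 min at room temperature.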
Rab9 prom act – Rab9 promoter activation. Huh7 Rab9 promoter-luciferase reporter, luminescence, 24 h. Potency, µM (highest dose often 9.22 µM), inactives show at the top dose activation, negative = inhibition, usual class: activators. 2.8% of 320,000 active; further: potency means the concentration at half of the fitted maximal effect; % of control where 0% means no effect; nearly all actives have a fitted effect of over 60% in size
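Using Huh7 cells stably transfected with Rab9 promoter–luciferase, compounds were incubated 24 h at 37 °C, 5% CO2; luciferase luminescence was read 10 min after reagent addition.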
FLuc counter – counter-screen for miR-21 project: firefly luciferase inhibitors or activators; P08659; purified FLuc, Km substrates, luminescence inhibition; Potency, µM (highest dose often 57.5 µM), for inactives: at the top dose activity change, negative = inhibition, most hits filed as inhibitors; 6.9% of 360,000 active;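 further: potency means the concentration at half of the fitted maximal effect; plate controls were vehicle for no effect and reference inhibitor for full effect; nearly all actives have a fitted effect of over 55% in size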
Target sequence (P08659 whole entry, looked up): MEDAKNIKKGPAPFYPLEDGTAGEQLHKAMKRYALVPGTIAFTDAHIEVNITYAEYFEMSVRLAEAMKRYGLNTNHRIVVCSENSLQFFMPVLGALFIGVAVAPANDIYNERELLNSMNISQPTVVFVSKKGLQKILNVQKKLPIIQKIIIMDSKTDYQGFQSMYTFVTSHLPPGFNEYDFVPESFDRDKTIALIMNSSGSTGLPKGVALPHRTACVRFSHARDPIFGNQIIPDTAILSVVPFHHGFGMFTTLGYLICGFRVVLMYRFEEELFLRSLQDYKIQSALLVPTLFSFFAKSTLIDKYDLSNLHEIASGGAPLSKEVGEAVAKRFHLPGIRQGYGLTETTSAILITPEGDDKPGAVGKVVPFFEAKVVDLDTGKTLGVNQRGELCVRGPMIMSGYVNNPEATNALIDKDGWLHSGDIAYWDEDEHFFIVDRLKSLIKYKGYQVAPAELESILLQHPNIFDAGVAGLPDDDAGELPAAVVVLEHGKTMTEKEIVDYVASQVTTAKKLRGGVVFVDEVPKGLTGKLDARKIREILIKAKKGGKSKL
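Purified P. pyralis luciferase, 10 nM final, with Km-level 10 uM D-luciferin and 10 uM ATP in 50 mM Tris acetate pH 7.5, 10 mM Mg acetate, 0.01% Tween-20, 0.05% BSA; 6-point qHTS titration about 60 µM downward; luminescence read.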
Gal4-VP16 FLuc – Gal4-VP16 reporter inhibition counter-screen | 3.5% of 310,000 active | Potency, µM (titrated, usually from 53.6 µM), for inactives: at the top dose activity, negative = inhibition, most hits filed as inhibitors | AID 2546 | Drosophila S2 Gal4-VP16 UAS-luciferase, luminescence, 20 h;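 further: Gal4-VP16 expression switched on by copper sulfate through the metallothionein promoter; potency means the concentration at half of the fitted maximal effect; on the % scale 0 is the no-effect control and ±100 the full control effect; nearly all actives have a fitted effect of over 50% in size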
Starred values were filed as active, the others as inactive; u = inconclusive; x = no result given; & = joins results of further samples; [ ] = another dose, or the depositor's remark. Unless noted, the call rests on the fitted dose curve; in most records, active means well fitted curve in the direction sought with a large enough effect; inconclusive means small, poorly fitted or top-dose-only effect, or another doubt; inactive means no such curve, though single readings can be large; an effect the other way counts as inactive or inconclusive.

SMILES	Tb PFK inh	RORgamma inh	BRCA1 expr up	p53 reactivator	ELG1 genotoxic	TRPV1 agonist	NPC1 promoter act	ELG1 DNA repair	Rab9 prom act	FLuc counter	Gal4-VP16 FLuc
CCc1ccc2c(c1)C(=O)C(=O)N2CCS(=O)(=O)c1ccccc1	-1%	12%	-28%	u	6%	1	0%	23%	-2%	u	-8%
Cc1c(Br)c([N+](=O)[O-])nn1CC(=O)c1ccccc1	-3%	14%	6%	7%	-3%	2	-4%	-6%	-7%	1%	1%
O=C(NNC(=O)C1[C@H]2CCCC[C@@H]12)NC1CCCCC1 (some centres undefined)	u	15%[10 µM]	27%	-9%	-3%	-5	1%	u	-2%	7%	-9%
Cc1ccc(C)c(N2CCN(S(=O)(=O)c3ccc4c(c3)NC(=O)CS4)CC2)c1	1%	12%	-30%	-2%	-8%	0	-4%	u	-4%	0%	4%
Cc1ccc(-c2nn(-c3ccc(F)cc3)cc2C(=O)N2CCN(C3CCS(=O)(=O)C3)CC2)cc1 (centres undefined)	-1%	x	-3%	-1%	0%	23	-1%	18%	3%	u	x
NC(=O)c1nsc(C(=O)N(CC(=O)NCc2ccc3c(c2)OCO3)C2CCCCC2)c1N	-3%	15%	-2%&5%	-2%	-5%	0&-6	1%	-15%	-1%	1%	5%
CS(=O)(=O)N(CC(=O)Nc1ccc2c(c1)OCO2)c1ccc2c(c1)OCO2	-5%	24%	-9%	-2%	-5%	2	-3%	8%	-4%	-20%	-1%
O=C(Nc1ccc(Cl)cc1)NC1CCCC1Cc1ccco1 (centres undefined)	-19%	1%[0.365 µM]	14%	4%	21%	u	0%	u	3%	u	x
COc1cc(/C=C(\C#N)C(=O)N2CCCCC2)ccc1O	2%	-15%	0%	7%	4%	5	2%	u	-3%	-7%	5%
COc1ccccc1NC(=O)N1CCCC1C(=O)Nc1ccc(NC(C)=O)cc1 (centres undefined)	4%	-9%	-2%	-3%	-5%	1	-3%	-5%	-1%	6%	3%
Cc1c(Cl)cccc1NC(=S)Nn1cnnc1	-9%	u	8%	0%	-5%	0	-9%	-5%	0%	u	-9%
O=C(CSc1nnc(-c2n[nH]c3ccccc23)n1-c1ccccc1)Nc1ccccc1Cl	-6%	29%	-35%	-13%	-19%	-3	-4%	23µM*	0%	0%	-3%
COc1ccc(NC(=O)c2sc3nc(C)nc(N4CCN(c5ccccn5)CC4)c3c2C)c(OC)c1	-1%	-31%	-2%	-1%	-12%	1	-4%	2.3µM*	3%	1%	-23%
Cc1ccccc1OCC(=O)N/N=C1\SCC(=O)N1Cc1ccccc1	-14%	u	-30%	u	0%	6	-5%	1%	1%	3%	u
Cc1cccc(NC(=O)CS(=O)(=O)c2cn(CC(=O)N3CCOCC3)c3ccccc23)c1	-2%	-3%	1%	-3%	1%	-2	3%	5%	-7%	4%	-2%
COc1ccc(NC(=S)NC2CC3CCC2C3)c(OC)c1 (centres undefined)	-1%	5µM*	22%	9%	4%	5	1%	9%	-2%	u	11µM*
CCc1c(C)sc(NC(=O)c2ccco2)c1C#N	-3%	x	80%	x	u	29	u	u	3.5µM*	17µM*	x
CC(=O)N(CC(C)(C)CC=C(C)C)c1ccccc1	5%	-17%	x	-6%	-7%	1	4%	-19%	-19%	-10%	8%
COc1ccccc1-n1c(=O)[nH]c2c(C(N)=O)nc(C3CCCCC3)nc21	2%	4%	0%	-4%	18%	22	1%	19%	1%	2%	9%
CCC(Sc1nc2n[nH]c(C)c2c(=N)n1-c1cc(Cl)ccc1C)C(=O)N1CCOCC1 (centres undefined)	1%	-28%	-45%	-8%	-1%	9	-4%	-23%	0%	11%	-2%
Cc1ccc(C(=O)N2CCC(C)CC2)cc1S(=O)(=O)N1CCCCC1	-10%	-5%	0%	6%	-1%	25	0%	-1%	8%	1%	1%
CN(C)CC(C)(C)CNS(=O)(=O)CC12CCC(CC1=O)C2(C)C (centres undefined)	1%	-7%	-1%	-3%	-2%	2	0%	1%	-1%	0%	0%
CCOC(=O)/C(C(=O)Nc1ccccc1Cl)=C1/NC(C)(C)Cc2ccccc21	9%	9%	7%	u	u	2	-2%	8%	0%	-1%	-2%
CCOC(=O)N1CCN(C(=O)CCSc2ccc(Cl)cc2)CC1	2%	u	37%	30%	2%	4	6%	u	9%	-5%	19%
CN(C)Cc1c(O)ccc2c(=O)c(-c3ccc(Cl)cc3)coc12	0%	3%	23%	-3%	2%	5	-1%	13%	17%	-13%	-7%

Random excerpt: two entries already listed
SMILES	Tb PFK inh	RORgamma inh	BRCA1 expr up	p53 reactivator	ELG1 genotoxic	TRPV1 agonist	NPC1 promoter act	ELG1 DNA repair	Rab9 prom act	FLuc counter	Gal4-VP16 FLuc
COc1ccc(NC(=O)c2sc3nc(C)nc(N4CCN(c5ccccn5)CC4)c3c2C)c(OC)c1	-1%	-31%	-2%	-1%	-12%	1	-4%	2.3µM*	3%	1%	-23%
O=C(CSc1nnc(-c2n[nH]c3ccccc23)n1-c1ccccc1)Nc1ccccc1Cl	-6%	29%	-35%	-13%	-19%	-3	-4%	23µM*	0%	0%	-3%

(next part)
SMILES	Tb PFK inh	RORgamma inh	BRCA1 expr up	p53 reactivator	ELG1 genotoxic	TRPV1 agonist	NPC1 promoter act	ELG1 DNA repair	Rab9 prom act	FLuc counter	Gal4-VP16 FLuc
COc1ccc(NS(=O)(=O)c2cc3c4c(c2)C(C)C(=O)N4CCC3)cc1 (centres undefined)	1%	27%	-13%	7%	-1%	3	-5%	-3%	-4%	0%	0%
CC(C)CNC(=S)N1CCC(C(=O)c2ccc(F)cc2)CC1	0%	25%	-9%	-7%	-3%	9	-2%	u	-11%	-3%	-1%
CCc1ccc2[nH]c3nc(N/N=C/c4cccc(O)c4)nnc3c2c1	2%	43%[1.91 µM]	-28%	x	14%	0	2%	5%	10%	0%	-25%
COc1ccc(OCCCC(=O)Nc2nnc(C3CCCO3)s2)cc1 (centres undefined)	17%	-11%	-3%	-5%	-5%	1	0%	0%	4%	-2%	-14%
NS(=O)(=O)c1ccc(NC(=S)NCc2ccccc2Cl)cc1	-12%	-2%	-18%	-10%	0%	8	3%	-1%	9%	1%	18%
Cc1cc(C(=O)Nc2cccc3c2O[C@@H](CN(C)S(C)(=O)=O)[C@H](C)CN([C@@H](C)CO)C3=O)n(C)n1	-1%	x	-7%	4%	2%	x	x	18%	x	x	x
O=C(Nc1nnc(-c2ccc(F)cc2)o1)c1ccc(S(=O)(=O)N2CCOCC2)cc1	0%	0.63µM*	-32%	-14%	-18%	3	-32%[inhibitor]	7.3µM*	-34%[inhibitor]	1%	0.71µM*
CCN(CC(=O)Nc1c(F)cccc1F)C(=O)CN1c2cccc3cccc(c23)S1(=O)=O	-5%	x	-21%	-6%	3%	2	-2%	u	1%	7%	x
COc1cc(NC(=S)NC(C)=O)ccc1NC(=O)C(C)C	2%	0%	50%	u	4%	-3	13%	u	21%	u	-1%
CSc1ccc(CN2C(=O)NC3(CCCCCCC3)C2=O)cc1	0%	u	-5%	-6%	-11%	13	-6%	u	-2%	2%	-1%
CCOC(=O)C1CCN(CC(=O)Nc2ccc(OC)c(S(=O)(=O)N3CCCCC3)c2)CC1	2%	x	-35%	1%	-1%	x	x	-17%	x	x	x
Cc1ccc(-n2nc3c(c2NC(=O)c2ccccc2)CS(=O)(=O)C3)cc1C	3%	u	-16%	1%	2%	7	-4%	6%	-4%	-3%	16%
CC1=CCC2C(=O)N(c3ccc(C(=O)N4CCCCCC4)cc3)C(=O)C2C1 (centres undefined)	-4%	16%	5%	3%	1%	1	0%	9%	1%	0%	6%
O=C(CN1CCN(S(=O)(=O)c2ccc(Cl)c(Cl)c2)CC1)N1CCCCC1	7%	x	1%	0%	6%	u	2%	-3%	-11%	-1%	x

Exported bar-delimited: three of the compounds above.
Structure | Tb PFK inh | RORgamma inh | BRCA1 expr up | p53 reactivator | ELG1 genotoxic | TRPV1 agonist | NPC1 promoter act | ELG1 DNA repair | Rab9 prom act | FLuc counter | Gal4-VP16 FLuc
COc1ccc(NC(=O)c2sc3nc(C)nc(N4CCN(c5ccccn5)CC4)c3c2C)c(OC)c1 | -1% | -31% | -2% | -1% | -12% | 1 | -4% | 2.3µM* | 3% | 1% | -23%
Cc1ccccc1OCC(=O)N/N=C1\SCC(=O)N1Cc1ccccc1 | -14% | u | -30% | u | 0% | 6 | -5% | 1% | 1% | 3% | u
Cc1cccc(NC(=O)CS(=O)(=O)c2cn(CC(=O)N3CCOCC3)c3ccccc23)c1 | -2% | -3% | 1% | -3% | 1% | -2 | 3% | 5% | -7% | 4% | -2%
